# PglD inh: C. jejuni PglD acetyltransferase inhibitors, primary screen, biochemical, DTNB colorimetric, single point | purified PglD enzyme, DTNB colorimetric CoA detection | inhibition, % at 12.5 µM | 0.098% of 360,000 active | AID 602405, 2012; in the data active = inhibition above about 16%, passing the limit was not always enough; inconclusive = no clear call, values can overlap the other calls; note: strong numbers were not always called active
# RAD54 inh: inhibitors of human RAD54 branch migration, primary screen, biochemical, fluorescence, single point; DNA repair and recombination protein RAD54-like (Homo sapiens), Q92698; RAD54 Holliday junction branch migration, FAM/BHQ fluorescence; inhibition, % at 10.4 µM; 0.14% of 360,000 active; AID 602329, 2012;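 active = mean normalized replicate activity at least 40 and at least half of replicates scoring 40 or more; inconclusive = only one of the two criteria met; inactive = mean below 40 and under half of replicates reaching 40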;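 note: 0% = median of neutral control wells and 100% = median of positive control wells; inhibitors cause a drop in the FAM fluorescence signal; in these data hits start at about 50%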
# Target sequence (Q92698 whole entry, looked up): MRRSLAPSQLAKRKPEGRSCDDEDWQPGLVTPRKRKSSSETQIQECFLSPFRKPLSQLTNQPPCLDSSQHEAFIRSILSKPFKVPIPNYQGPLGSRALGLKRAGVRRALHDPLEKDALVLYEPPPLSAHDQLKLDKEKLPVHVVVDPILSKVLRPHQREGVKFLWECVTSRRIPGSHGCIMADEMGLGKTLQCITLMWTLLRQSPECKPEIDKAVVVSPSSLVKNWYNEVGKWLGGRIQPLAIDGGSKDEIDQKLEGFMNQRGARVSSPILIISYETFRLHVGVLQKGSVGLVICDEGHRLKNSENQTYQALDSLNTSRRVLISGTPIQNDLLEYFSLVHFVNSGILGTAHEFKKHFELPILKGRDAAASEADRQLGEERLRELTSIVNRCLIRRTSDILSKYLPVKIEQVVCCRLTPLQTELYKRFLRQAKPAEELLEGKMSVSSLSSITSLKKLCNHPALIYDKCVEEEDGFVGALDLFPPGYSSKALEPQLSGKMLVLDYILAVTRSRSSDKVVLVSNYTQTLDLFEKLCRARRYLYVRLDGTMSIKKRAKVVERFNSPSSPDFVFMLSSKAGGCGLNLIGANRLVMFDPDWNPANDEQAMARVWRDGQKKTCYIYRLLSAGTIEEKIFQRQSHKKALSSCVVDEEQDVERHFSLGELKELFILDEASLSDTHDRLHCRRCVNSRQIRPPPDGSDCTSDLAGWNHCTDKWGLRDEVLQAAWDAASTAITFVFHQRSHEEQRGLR
# ERAP1 inh: human ERAP1 aminopeptidase inhibitors, primary screen, biochemical, single point, plate reader. recombinant ERAP1, Leu-AMC fluorescence, 60 min. inhibition, % at 10.7 µM. 0.15% of 340,000 active;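 active = mean replicate inhibition of at least 30%, or all replicates individually reaching that 30% level; inactive = mean below 30% and not every replicate reaching it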;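 note: 0% = neutral control wells and 100% = L-leucinethiol positive control wells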
# PGC1a acetyl inh: inhibitors of PGC1a acetylation signal, primary screen, cell-based, U2OS, AlphaScreen, inhibitor mode; AlphaScreen anti-acetyl-lysine; with virally co-expressed GCN5 acetyltransferase; inhibition, % at 15.6 µM; 0.17% of 350,000 active; AID 651687, 2012;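 active = every replicate shows inhibition of at least 40%; inconclusive = mean inhibition at least 40% but some replicate below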;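 note: 0% = neutral control wells and 100% = positive control wells; some results beyond the cut were filed as inactive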
# E-selectin induc: E-selectin induction in HUVECs, primary screen, imaging, HUVEC, immunofluorescence imaging, single point. P16581. normalized: neutral wells 0, TNF-alpha wells 100. activation, % at 7.58 µM. 0.37% of 260,000 active. AID 686992, 2013;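 active = mean E-selectin-positive cell signal at least 10% of the positive control, reached in at least 60% of replicates, without over 20% cell loss; inconclusive = no rule given, readout overlaps actives, possibly toxicity-flagged; inactive = the rest, including those meeting only one limit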;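 note: in these data hits start at about 27%; measured in HUVEC primary endothelial cells; signal is the percent of cells scored E-selectin positive by PE staining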
#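 Material: HUVEC primary endothelial cells; Amount: 3,000 cells per well; Dosing: single concentration; Medium: EGM-2 growth medium on 0.1% gelatin-coated wells; Read-out basis: percent E-selectin-positive cells; Signal: immunofluorescence imaging; Control set: TNF-alpha, DMSO.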
# Cneo AK release: Cryptococcus neoformans cell lysis inducers, primary screen, AK release luminescence, single concentration. AID 651654, 2012. 0.2% of 360,000 active. lysis activity, % at 15 µM. C. neoformans lysis, adenylate kinase release luminescence, 4 h; normalised: neutral wells 0, clomiphene wells 100;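 active = mean lysis activity across replicates of at least 80%, whatever share of replicates individually reach that level; inactive = mean lysis activity below 80%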
#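 Assay system: C. neoformans cells. Amount: yeast cell density of 5 × 10^6 cells/mL. Technique: AK luminescence. Buffer or medium: YPD. Times: static 4 h at 37 °C with compound, 1 h detection. Dosing: single-point compound dose. Read-out: lysis from increased AK signal.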
# RAD52 anneal inh: RAD52 DNA annealing inhibitors, primary screen, biochemical, FRET, single point, set 2 | AID 651710, 2012 | 0.46% of 360,000 active | recombinant RAD52 DNA annealing, FRET fluorescence | DNA repair protein RAD52 homolog (Homo sapiens), P43351 | inhibition, % at 18.7 µM;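 active = every replicate showing at least 50% inhibition; inconclusive = mean inhibition at least 50% but not in every replicate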
# miR122 inh: miR-122 Renilla sensor signal increase in Huh7, primary screen, miR-122 inhibitor project, cell-based, single point, plate reader; activation (reporter increase), % at 12.5 µM; 0.3% of 340,000 active; Huh7 miR-122 Renilla luciferase sensor, 48 h; neutral wells = 0, positive control = 100;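 active = mean replicate activation score at least 90 and every replicate individually at or above 90; inconclusive = only one of the two criteria met; inactive = neither criterion met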;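 note: higher luciferase means less miR-122 activity so hits act as miR-122 inhibitors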
# * hit, by the source's call; ? = inconclusive; nt = no result given; [ ] = dose if it differs, or a comment.
No.	SMILES	ERAP1 inh	miR122 inh	Cneo AK release	E-selectin induc	RAD52 anneal inh	RAD54 inh	PglD inh	PGC1a acetyl inh
1	C[C@@H]1CCCCO[C@@H](CN(C)C(=O)Nc2cccc3ccccc23)[C@@H](C)CN([C@H](C)CO)C(=O)c2cc(NC(=O)Nc3ccc(F)cc3)ccc2O1	1	20[16.7 µM]	0	0.2	-19	-6	-2	3
2	CN1C(=O)c2cc(NC(=O)Nc3ccc(F)cc3)ccc2OC[C@@H]2O[C@@H](CC(=O)NC3CCC3)CC[C@@H]21	-5	25[16.7 µM]	45	0.1	-12	-9	12	3
3	C#Cc1cccc(NC(=O)c2ccc(Cl)cc2Cl)c1	3	-4	2	-0.1	-12	-5	3	nt
4	CC(=O)Nc1cc(Cl)c(N=Cc2ccc(O)cc2O)cc1Cl	-1	10	1	nt	-3	2	0	nt
5	CCOC(=O)C1=C(C)OC(N)=C(C#N)C1C1CCCCC1 (configuration not stated)	nt	1	1	nt	nt	-10	-4	14
6	COc1ccc(C#Cc2ccc([C@@H]3[C@@H](CO)N4CCCCN(S(=O)(=O)c5cn(C)cn5)C[C@@H]34)cc2)cc1	-2	-12[16.7 µM]	0	-0.8	41	-13	-3	-6
7	COc1ccc(N2C(=O)C(CC(=O)Nc3ccc(Cl)cc3)N(NC(=O)c3cccc(F)c3)C2=S)cc1 (configuration not stated)	-1	0	1	-1.0	-3	-8	0	-1
8	O=C(CNC(=O)c1ccccc1F)OCC(=O)N1CCCCC1	2	-3	nt	8.0	-9	nt	nt	nt
9	COc1ccc(C2C(C(=O)c3cccs3)=C(O)C(=O)N2CCN2CCOCC2)c(OC)c1 (configuration not stated)	8	-1	8	0.0	-7	4	-3	nt
10	C[C@@H]1CN([C@@H](C)CO)C(=O)c2cccc(NC(=O)NC3CCCCC3)c2O[C@@H]1CN(C)S(=O)(=O)c1ccccc1	-1	-2[16.7 µM]	0	2.3	13	-2	-1	4
11	COc1ccc(CNCCc2ccccc2)cc1OCC(N)=O	nt	-5	1	nt	nt	-28	-2	nt
12	CCCN(C)C[C@H]1OCCCC[C@H](C)Oc2ccc(NS(=O)(=O)c3c(C)noc3C)cc2C(=O)N([C@@H](C)CO)C[C@H]1C	-4	-1[16.7 µM]	0	0.2	10	5	1	14

# Brought forward from above: 2 entries, then new ones.
No.	SMILES	ERAP1 inh	miR122 inh	Cneo AK release	E-selectin induc	RAD52 anneal inh	RAD54 inh	PglD inh	PGC1a acetyl inh
11	COc1ccc(CNCCc2ccccc2)cc1OCC(N)=O	nt	-5	1	nt	nt	-28	-2	nt
12	CCCN(C)C[C@H]1OCCCC[C@H](C)Oc2ccc(NS(=O)(=O)c3c(C)noc3C)cc2C(=O)N([C@@H](C)CO)C[C@H]1C	-4	-1[16.7 µM]	0	0.2	10	5	1	14
13	COc1ccc(CN2C[C@@H](CO)O[C@@H](n3cnc4c(N5CCN(c6ccccc6)CC5)ncnc43)C2)cc1	-8	-3	-1	nt	-10	-5	6	-6
14	CN(CC(=O)NCc1cccs1)S(=O)(=O)c1cccc2cccnc12	nt	1	-2	nt	-18	0	1	-1
15	COc1ccc(CCNc2oc(-c3ccc(C)cc3)nc2C#N)cc1OC	nt	-3	0	-0.2	-15	-5	5	-15
16	C[C@@H]1CN([C@@H](C)CO)C(=O)c2cc(NC(=O)Cc3ccccc3)ccc2O[C@@H]1CN(C)C(=O)Nc1ccc(C(F)(F)F)cc1	0	2[16.7 µM]	-3	-5.3	-11	3	10	-4
17	CNC[C@@H]1Oc2ccc(N(C)C)cc2C(=O)N([C@H](C)CO)C[C@@H]1C	-1	3[16.7 µM]	2	nt	-10	-12	0	6
18	O=C(NCc1ccco1)C1CCN(c2ccc(N3CCOCC3)nn2)CC1	-3	-3	1	-0.2	-13	-7	2	6
19	NC(=O)C1CC(=O)N(c2ccc(OCC(=O)Nc3ccccc3F)cc2)C1 (configuration not stated)	-1	-1	0	0.2	-16	-1	-3	2
20	Cc1ccc(S(=O)(=O)N2CCN(C(=O)N3CCOCC3)CC2)c(C)c1	-3	-2	0	nt	8	2	-4	-6
21	CC1(C)CC(=O)C(C=NCCN2CCN(C(=O)CC3CCCC3)CC2)=C(O)C1	nt	-7	-1	nt	nt	-4	2	3
22	CS(=O)(=O)c1ccc(-c2cccc(NC(=O)COc3ccc(Cl)cc3)c2)nn1	-1	-3	0	nt	-5	-5	0	22
23	O=C1NC(NS(=O)(=O)c2ccc(Cl)cc2)(C(F)(F)F)C(=O)N1c1ccccc1 (configuration not stated)	2	9	4	-0.7	-17	-2	5	1
24	C[C@@H]1CC=C[C@H]2[C@H]1C(=O)N(Cc1ccccc1)[C@H]2c1cccc([N+](=O)[O-])c1	0	37	4	-0.1	-16	9	-1	nt
25	Cn1c(=N)n(CC(O)c2cccs2)c2ccccc21 (configuration not stated)	-3	-3	-8	nt	5	10	5	8
26	COC(=O)c1cc(S(=O)(=O)NCc2cccc(OC)c2)cn1C	-2	-6	-1	1.3	-12	-1	1	0
27	Nc1ccn([C@@H]2O[C@H](C(=O)Nc3ccc(Oc4ccccc4)nc3)[C@@H](O)[C@H]2O)c(=O)n1	-3	-8	-1	-1.6	-13	12	2	-2
28	O=c1n(-c2ccccc2)c(=O)n2n1CCCC2	nt	-6	3	nt	nt	-1	-1	12
29	O=C(CCNC(=O)c1ccccc1)NNC(=O)c1ccccc1Br	-2	-9	0	-0.7	-4	4	-10	6
30	CCCCN1C(=O)C(=O)NC[C@@H]1C(C)CC (some centres not stated)	-1	-7	0	0.7	-1	-2	1	0
31	OCC(O)C1OCOC(C(O)CO)C1O (configuration not stated)	0	?	nt	1.5	-16	nt	nt	15
32	N/N=C1\CCCc2c1[nH]c1ccc([N+](=O)[O-])cc21	0	0	0	-0.1	-12	-6	2	3
33	O=C(O)c1ccccc1-c1ccccc1C(=O)NCc1ccccc1F	2	11	-5	0.3	-9	-3	1	-7
34	O=C(N[C@H]1CC[C@@H](CCNS(=O)(=O)c2ccc(Cl)cc2)O[C@@H]1CO)c1cnccn1	0	nt	-3	-0.9	-4	1	5	9
35	CCCCN(C(=O)c1cc(CC)c(C)s1)c1c(N)n(CC(C)C)c(=O)[nH]c1=O	4	4	1	nt	-13	6	-8	-1
36	COc1ccc(S(=O)(=O)Nc2ccc3c(c2)C(=O)N([C@@H](C)CO)C[C@@H](C)[C@@H](CN(C)C(=O)Nc2ccc(C(F)(F)F)cc2)OCCCC[C@@H](C)O3)cc1	-1	-11[16.7 µM]	-3	0.0	-66	-1	-1	-15
37	C[C@H]1CN([C@@H](C)CO)C(=O)c2cc(NC(=O)c3ccncc3)ccc2O[C@@H]1CN(C)C(=O)Nc1ccc(C(F)(F)F)cc1	4	3[16.7 µM]	-1	0.2	-1	-2	1	2
38	COc1ccc(CN(C)C[C@H]2Oc3ccc(NS(=O)(=O)c4c(C)noc4C)cc3CC(=O)N([C@@H](C)CO)C[C@H]2C)cc1	0	6[16.7 µM]	nt	-0.1	6	nt	nt	5
39	COc1cccc(C(c2sc3nc(C)nn3c2O)N2CCc3ccccc3C2)c1 (configuration not stated)	9	-6	4	0.1	-22	10	4	3
40	COc1cccc(NC(=O)N[C@H]2C=C[C@@H](CC(=O)N3CCN(C)CC3)O[C@@H]2CO)c1	0	nt	0	-1.8	-4	6	-1	-1
41	CCCc1cc(N2CCCC(C(=O)Nc3c(OC)cccc3OC)C2)n2ncnc2n1 (configuration not stated)	nt	6	-2	nt	nt	-10	-5	-45
42	O=C(NN(CC(O)COc1ccccc1)CC(O)COc1ccccc1)c1ccccc1 (configuration not stated)	-8	nt	-2	nt	-8	7	8	-5
43	COc1ccc(CCN2CC(C(=O)NCc3nc(C)c(C)s3)CCC2=O)cc1 (configuration not stated)	-5	-4	-3	-0.8	-5	-11	-6	0
44	COc1ccc(-c2cc(=O)c3ccc(O)cc3o2)cc1	-2	3	1	nt	-57	-1	-2	-5
45	CCCCC(=O)Nc1cccc(NC(=O)CC)c1	nt	-6	-3	nt	nt	-1	1	4
46	C[C@@H]1CN([C@H](C)CO)C(=O)c2cccc(NS(C)(=O)=O)c2O[C@H]1CN(C)C(=O)Nc1cccc2ccccc12	-5	12[16.7 µM]	-4	-9.4	5	-9	5	1
47	COc1ccccc1-c1nc2n(n1)C(c1ccc(Cl)cc1)C(C(N)=O)=C(C)N2 (configuration not stated)	nt	-1	1	nt	nt	-5	4	-6
48	CCCC(=O)Nc1ccc2c(c1)C(=O)N(C)C[C@@H](OC)[C@H](C)CN(CCc1ccccc1)[C@H](C)CO2	1	-1[16.7 µM]	-2	0.1	21	4	4	7
49	COc1ccc(NC(=O)N(C)C[C@H]2OCCCC[C@@H](C)Oc3ccc(NC(=O)CCCN(C)C)cc3C(=O)N([C@H](C)CO)C[C@H]2C)cc1	-1	1[16.7 µM]	0	0.1	-38	6	-1	-1
50	C(#CSCc1ccccc1)SCc1ccccc1	-7	7	-2	-0.1	-16	-4	-2	1
51	CC(=O)Nc1cc(-c2ccc(N3CCN(C)CC3)cc2)cn2c(-c3cccc(C(C)=O)c3)cnc12	2	nt	-4	nt	70*	79*	1	6
52	CS(=O)(=O)CCC(C(=O)N1CCOCC1)N1C(=O)c2cc(Cl)c(Cl)cc2C1=O (configuration not stated)	nt	-9	2	nt	nt	13	1	13
53	COc1cccc(-c2cn(CC[C@@H]3CC[C@@H](NC(C)=O)[C@H](CO)O3)nn2)c1	-2	nt	113*	0.0	0	-2	4	-41
54	COc1ccc(Br)cc1/C=N/N1C(=O)CSC1=S	-3	2	-5	0.2	0	11	2	-1
55	Cc1noc(C)c1COC(=O)C1CCN(S(=O)(=O)c2c(Cl)cccc2Cl)CC1	-1	nt	-2	nt	-10	4	-4	nt
56	CC(C)NC(=O)Nc1ccc2c(c1)C(=O)N([C@@H](C)CO)C[C@H](C)[C@H](CN(C)Cc1ccc(C(=O)O)cc1)OCCCC[C@@H](C)O2	-1	13[16.7 µM]	1	0.1	-16	2	0	0
57	NC(=O)C1CCN(c2ccc(S(=O)(=O)N3CCCCC3)cc2[N+](=O)[O-])CC1	1	0	nt	-0.1	-9	nt	nt	4
58	COCC(=O)Nc1ccc2c(c1)[C@@H]1C[C@@H](CC(=O)NCc3ccc4c(c3)OCO4)O[C@H](CO)[C@@H]1O2	0	-4[16.7 µM]	-5	-0.1	0	-24	-1	0
59	CCCc1nc(SCC(=O)Nc2ccccc2)c2c(=O)n(C)c(=O)n(C)c2n1	4	4	3	0.0	-12	-1	3	2
60	O=C(Cc1ccccc1)N1CC(=O)N2[C@H](C1)[C@H](c1ccc(-c3cccc(F)c3)cc1)[C@@H]2CO	-1	nt	nt	0.3	-13	nt	nt	18

# Compounds as they come; 1.4% or so of the library scored in one or more.
